# Screening data: PubChem BioAssay, National Center for Advancing Translational Sciences (NCATS)
# PI5P4K alpha inh: qHTS for Inhibitors of phosphatidylinositol 5-phosphate 4-kinase (PI5P4K); AID 652105, 2013; Phosphatidylinositol 5-phosphate 4-kinase type-2 alpha (Homo sapiens), P48426; max response, %; PI5P4Kalpha enzyme, ADP-Glo luminescence, 60 min; hits give low values; 330,000 compounds, 1.2% hits; active means max response of -50% or lower; inconclusive means between -30% and -50%; inactive means -30% or higher; further: value at the top dose of about 77 µM; on the % scale 0 is the no-effect control and ±100 the full control effect
# Target sequence (P48426 whole entry, looked up): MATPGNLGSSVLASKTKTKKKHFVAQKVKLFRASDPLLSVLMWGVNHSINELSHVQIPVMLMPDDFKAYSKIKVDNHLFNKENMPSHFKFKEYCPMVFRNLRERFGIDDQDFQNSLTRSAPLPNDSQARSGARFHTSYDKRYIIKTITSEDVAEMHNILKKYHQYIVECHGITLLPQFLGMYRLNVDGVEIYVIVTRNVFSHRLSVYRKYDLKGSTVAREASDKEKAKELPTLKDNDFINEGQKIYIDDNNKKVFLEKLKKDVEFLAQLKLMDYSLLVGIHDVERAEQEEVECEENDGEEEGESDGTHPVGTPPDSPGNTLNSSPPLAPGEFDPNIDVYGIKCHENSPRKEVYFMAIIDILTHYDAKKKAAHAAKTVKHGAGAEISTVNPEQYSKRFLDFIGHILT
#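 Controls without substrate or without enzyme flank wells where PI5P4Kalpha converts substrate using 5 microM ATP (final). Incubation lasts 60 minutes at room temperature; ADP formed is read by ADP-Glo luminescence.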
# EPAC1 ag: qHTS for Agonist of cAMP-regulated guanine nucleotide exchange factor 3 (EPAC1): primary screen; 360,000 compounds, 0.073% hits; EPAC1 agonist qHTS, biochemical assay; response scale: 100% = response to 6.5 mM cAMP; AID 720707, 2013; Potency, µM (titrated, usually from 154 µM), without a hit: at the highest dose activation, actives largely listed as activators; further: potency means the concentration at half of the fitted maximal effect; nearly all actives have a fitted effect of over 60% in size
#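 Compounds were pinned as a concentration titration into mixtures of EPAC1 (100 nM), BODIPY-GDP-loaded Rap1B (250 nM) and GDP (50 uM). After 5 min at room temperature, fluorescence was followed for 30 min; activity was scaled to 6.5 mM cAMP.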
# EPAC2 ag: qHTS for Agonist of cAMP-regulated guanine nucleotide exchange factor 4 (EPAC2): primary screen; EPAC2 activation, biochemical qHTS; response scale: 100% = 6.5 mM cAMP response; Rap guanine nucleotide exchange factor 4 (Homo sapiens), Q8WZA2; 360,000 compounds, 0.079% hits; Potency, µM (titrated, usually from 154 µM), without a hit: at the highest dose activation, hits mostly activators; further: potency means the concentration at half of the fitted maximal effect; nearly all actives have a fitted effect of over 50% in size
#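 EPAC2 (100 nM) mixed with Rap1B loaded with BODIPY-GDP (250 nM) plus 50 uM unlabeled GDP; compounds pinned in, 5 min RT, then read every 5 min for 30 min (ex 480, em 540 nm). Normalized to cAMP control.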
# EPAC1 antag: qHTS for Antagonist of cAMP-regulated guanine nucleotide exchange factor 3 (EPAC1): primary screen; Rap guanine nucleotide exchange factor 3 (Homo sapiens), O95398; EPAC1 GEF assay, Rap1b-BODIPY-GDP exchange fluorescence; Potency, µM (highest dose often 115 µM), for inactives: at the top dose activity change, negative = inhibition, actives largely listed as inhibitors; 360,000 compounds, 0.14% hits;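 further: potency means the concentration at half of the fitted maximal effect; plate controls were vehicle for no effect and positive control for full effect; nearly all actives have a fitted effect of over 50% in size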
# IL-2 act: qHTS of IL-2 Activators. IL-2 activation reporter assay, cell-based qHTS; stimulated with anti-CD3/CD4/CD28 beads; in transgenic mouse T cells. activation, % (series mostly up to about 46 µM). 360,000 compounds, 0.065% hits; in the data active means activation above about 50%; inconclusive means mostly about 30% to 49%; further: 0% is about no effect
#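 Unstimulated transgenic mouse T cells preincubated 60 min with compound, then stimulated with anti-CD3/anti-CD4-coated beads plus anti-CD28 for 18 h at 37 degrees C. IL-2 response read as EGFP and DsRed fluorescence by plate cytometry.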
# WRN helicase inh: qHTS for Inhibitors of WRN Helicase | 360,000 compounds, 0.46% hits | Potency, µM (titrated, usually from 114 µM), for the others: at the highest dose activity change, negative = inhibition, actives largely listed as inhibitors | AID 651768, 2012 | WRN helicase unwinding, fluorescent forked duplex, kinetic; further: potency means the concentration at half of the fitted maximal effect; on the % scale 0 is the no-effect control and ±100 the full control effect; nearly all actives have a fitted effect of over 55% in size
#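 WRN at 20 nM final preincubated with compound 15 min at room temperature; reaction started with 100 nM fluorophore/quencher forked duplex oligonucleotide and 2 mM ATP final. Unwinding followed kinetically by red fluorescence (ex 525, em 598 nm).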
# PLK1 PBD block: qHTS for Inhibitors of PLK1-PDB (polo-like kinase 1 - polo-box domain): Primary Screen; Serine/threonine-protein kinase PLK1 (Homo sapiens), P53350; Plk1 PBD binding of FITC phosphopeptide, fluorescence polarization; Potency, µM, inactives show max response, negative = inhibition, actives largely listed as inhibitors; 360,000 compounds, 2.8% hits; further: potency means the concentration at half of the fitted maximal effect; series mostly up to about 57 µM; on the % scale 0 is the no-effect control and ±100 the full control effect; nearly all actives have a fitted effect of over 65% in size
# Target sequence (P53350 whole entry, looked up, the tested form may be a part): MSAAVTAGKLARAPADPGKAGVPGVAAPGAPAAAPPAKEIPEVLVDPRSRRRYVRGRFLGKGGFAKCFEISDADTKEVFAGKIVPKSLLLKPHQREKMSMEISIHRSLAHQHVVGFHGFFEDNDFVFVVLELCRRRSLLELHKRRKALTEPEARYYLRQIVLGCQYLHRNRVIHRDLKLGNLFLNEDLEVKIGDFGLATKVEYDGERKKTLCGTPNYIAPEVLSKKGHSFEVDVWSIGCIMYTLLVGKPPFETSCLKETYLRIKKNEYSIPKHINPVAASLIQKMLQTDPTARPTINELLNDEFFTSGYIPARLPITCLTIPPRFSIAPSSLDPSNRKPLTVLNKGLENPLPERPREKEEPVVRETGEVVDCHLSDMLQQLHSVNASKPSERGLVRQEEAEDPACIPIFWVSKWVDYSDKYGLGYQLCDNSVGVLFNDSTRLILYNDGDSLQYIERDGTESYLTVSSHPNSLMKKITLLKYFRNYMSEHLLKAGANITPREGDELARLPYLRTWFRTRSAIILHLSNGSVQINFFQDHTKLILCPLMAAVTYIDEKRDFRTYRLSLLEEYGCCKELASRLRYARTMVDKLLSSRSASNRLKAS
# CCT modulator: High-Throughput Screening for Modulators of Cytosolic Chaperonin Activity. purified chaperonin ATPase assay, HTRF ADP detection, 30 min. activity change, % (no concentration beside the values), hits read low. 360,000 compounds, 0.3% hits; in the data active means activity change below about -30%; further: on the % scale 0 is the no-effect control and ±100 the full control effect
#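 TRiC at 40 or 20 nM final (batch-dependent) in 30 mM Tris pH 7.4, 100 mM KCl, 5 mM MgCl2, 1 mM DTT, with compound at single 76 uM and 10 uM ATP, 30 min at 37 deg C. ADP detected by HTRF Transcreener, 665/615 ratio.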
# * marks the source's active call; other numbers are inactive results; ? = inconclusive; . = not tested or not shown; & = joins results of further samples; [ ] = dose if it differs, or a comment. Unless noted, the call rests on the fitted dose curve; in most records, active means well fitted curve in the direction sought with a large enough effect; inconclusive means small, poorly fitted or top-dose-only effect, or another doubt; inactive means no such curve, though single readings can be large; an effect the other way counts as inactive or inconclusive. These rows are one share of the data. The share of hits here may be higher or lower than overall.
nr	compound	IL-2 act	PLK1 PBD block	WRN helicase inh	CCT modulator
1	COc1ccc(N2CCN(C(=O)c3cc4c(s3)-c3ccccc3S(=O)(=O)C4)CC2)cc1	-0.8	-6.3%	-5.8%	0.9
2	Cc1ccc(C(=O)c2cc([N+](=O)[O-])ccc2N2CCN(C)CC2)cc1	0.4	0.6%	11.9%	-2.5
3	O=C(Nc1ccc(F)c(Cl)c1)c1cc(C2CCCCN2C(=O)c2ccccc2)on1 (centres undefined)	-0.4	-12.2%	-7.8%	-1.5
4	COc1ccc(OCCNS(=O)(=O)c2ccccc2)cc1	-0.1	-3.3%	-22.3%	-1.6
5	O=S(=O)(NCCc1c[nH]c2ccccc12)c1ccc(F)cc1	-0.9	-21.7%	-5.5%	-0.1
6	O=C(Nc1nccs1)C1CC(=O)N(c2ccccc2Cl)C1 (centres undefined)	-0.2	-1.1%	-10.1%	-2.3
7	CC(C)C(=O)c1cn(CC(=O)O)c2ccccc12	-3.6	?	-1.9%	2.2
8	Cc1cc(=O)oc2cc(OCC3CC(c4ccccc4)=NO3)ccc12 (centres undefined)	-0.6	-3.4%	-21.2%	0.1
9	CCCCc1ccc(CC2S/C(=C(\C#N)C(=O)N3CCOCC3)N(c3ccccc3)C2=O)cc1 (centres undefined)	1.1	-3.0%	-6.6%	1.0
10	CC(NC(=O)c1ccc([N+](=O)[O-])cc1Cl)C1CC2CCC1C2 (centres undefined)	-1.9	-1.0%	-2.2%	-0.7
11	CCOC(=O)c1cnc(-n2nc(C)cc2C)nc1N1CCOCC1	0.3	-1.0%	-1.2%	-1.5
12	CN(C)S(=O)(=O)c1ccc(C(=O)OCC(=O)NCc2ccccc2)cc1	1.3	0.4%	-5.9%	0.5
13	NS(=O)(=O)c1cccc(NC(=O)Nc2ccc(Cl)cc2)c1	-0.2	1.9%	11.2%	0.1
14	CCCCNC(=S)N1CCN(C)CC1	0.2	-19.6%	-27.7%	-0.7
15	Nc1c(C(=O)N2CCOCC2)sc2nc3c(cc12)CCC3	1.6	-11.2%	9.6%	-2.1

nr	PI5P4K alpha inh	EPAC1 antag	EPAC2 ag	EPAC1 ag
1	-7.9	-6.9%	7.0%	-2.3%
2	0.4	6.7%	-21.4%	0.3%
3	1.5	-7.1%	19.4%	7.2%
4	-0.4	11.0%	-10.8%	-5.5%
5	-0.1	-14.8%	4.0%	-8.2%
6	.	-12.5%	3.0%	1.4%
7	-15.9	8.5%	12.1%	5.6%
8	.	-6.2%	0.9%	4.5%
9	5.2	-3.5%	-12.2%	-5.1%
10	-4.0	-20.5%	-3.7%	-6.4%
11	0.1	4.4%	0.9%	6.5%
12	4.8	-16.5%	-17.5%	8.0%
13	5.3	-0.8%	-0.5%	-2.6%
14	0.3	17.5%	5.7%	3.4%
15	0.8	-9.3%	5.2%	-13.6%

# Three compounds picked at random from those above, as already listed:
nr	compound	IL-2 act	PLK1 PBD block	WRN helicase inh	CCT modulator
7	CC(C)C(=O)c1cn(CC(=O)O)c2ccccc12	-3.6	?	-1.9%	2.2
13	NS(=O)(=O)c1cccc(NC(=O)Nc2ccc(Cl)cc2)c1	-0.2	1.9%	11.2%	0.1
9	CCCCc1ccc(CC2S/C(=C(\C#N)C(=O)N3CCOCC3)N(c3ccccc3)C2=O)cc1 (centres undefined)	1.1	-3.0%	-6.6%	1.0

nr	PI5P4K alpha inh	EPAC1 antag	EPAC2 ag	EPAC1 ag
7	-15.9	8.5%	12.1%	5.6%
13	5.3	-0.8%	-0.5%	-2.6%
9	5.2	-3.5%	-12.2%	-5.1%

# The results go on:
nr	compound	IL-2 act	PLK1 PBD block	WRN helicase inh	CCT modulator
16	COc1ccc(Cl)cc1NC(=O)CS(=O)(=O)c1cccc2nsnc12	-0.6	-0.4%	5.7%	-5.0
17	Cc1nc2sc(C(c3cccs3)N3CCN(Cc4ccccc4)CC3)c(O)n2n1 (centres undefined)	-0.9	-20.9%	-2.0%	-1.4
18	CC(NS(=O)(=O)c1ccc2c(c1)C(=O)c1cc(S(=O)(=O)NC(C)C(=O)O)ccc1-2)C(=O)O (centres undefined)	-0.6	-7.9%	-27.8%[57.1 µM]	-0.8
19	N#Cc1ccc(-c2c(-c3ccccc3)ncc3cc(F)ccc23)cc1	0.1	-20.7%	-3.3%	1.0
20	CC(C)(C)OC(=O)NCCc1nnc(SCC(=O)Nc2ccc(Br)cc2)o1	-0.7	-2.4%	-7.4%	2.4
21	O=C(NCc1ccccn1)c1cccc(NS(=O)(=O)c2ccccc2F)c1	1.0	?	-0.6%	-0.3
22	O=C(Nc1ccc(F)cc1F)N1CCCCC1c1cccnc1 (centres undefined)	-1.3	-0.6%	7.6%	0.6
23	Cc1nc2c(-c3ccc(F)cc3)c(C)nn2c(N2CCOCC2)c1C	-1.1	?	-19.8%	2.0
24	O=C(NN1C(=O)c2ccccc2NC1c1ccco1)c1ccccc1 (centres undefined)	0.4	-10.0%	-0.4%	0.9
25	O=C(COCc1cc(-c2ccc3c(c2)OCO3)on1)N1CCN(c2cccc(C(F)(F)F)c2)CC1	-0.8	-12.1%	-3.0%	-3.2
26	O=C(NNC1=C(C(=O)C(F)(F)F)CCC1)c1cccc(O)c1	0.0	-2.1%	-0.9%	-4.1
27	Cc1nn(C)c(C)c1CNC(=O)Nc1cccc(Cl)c1	-0.9	-5.7%	-1.7%	-6.6
28	O=C(Nc1ccccc1)SC1CCCCC1	-2.6	-2.5%	-21.1%	2.3
29	CC1(C(=O)OCC(=O)Nc2cc(S(=O)(=O)N3CCOCC3)ccc2Cl)CC1(Cl)Cl (centres undefined)	0.6	3.1%	-1.2%	-0.5
30	CC1NC(=O)NC1CCCCCC(=O)Nc1ccc(F)c(Cl)c1 (centres undefined)	1.4	-10.8%	-2.3%	0.3

nr	PI5P4K alpha inh	EPAC1 antag	EPAC2 ag	EPAC1 ag
16	.	0.6%	0.0%	7.1%
17	-9.7	-13.3%	5.6%	-4.5%
18	-2.1	-1.5%	9.2%	3.5%
19	-0.3	-9.1%	10.1%	14.2%
20	6.8	-5.9%	5.1%	-3.1%
21	-2.2	-12.0%	10.6%	-0.9%
22	1.4	16.9%	-1.1%	-6.0%
23	9.2	-7.8%	3.7%	9.4%
24	10.5	-20.4%	13.7%	4.7%
25	-4.5	-24.0%	-0.7%	6.3%
26	-12.0	-17.8%	13.6%	4.6%
27	9.9	-1.7%	7.2%	1.1%
28	0.9	-14.3%	13.6%	0.6%
29	-0.2	-5.8%	6.0%	0.3%
30	0.4	-11.7%	13.0%	12.7%

# Remaining list, next part.
nr	compound	IL-2 act	PLK1 PBD block	WRN helicase inh	CCT modulator
31	CN(C)CCOc1cccc(Cl)c1	0.0	-10.4%	-13.3%	-0.7
32	Cc1ccccc1Nc1nc(N)nc(CN2CCN(C(=O)c3ccccc3)CC2)n1	-3.0	5.7%	1.4%	-3.6
33	COc1ccccc1N1C(=O)N(C(C)=O)C2C1Nc1ccccc1N2C (centres undefined)	5.0	-9.3%	-7.1%[57.1 µM]	0.5
34	CCn1c(SCC(=O)OC(C)C)nnc1-c1cccc(Cl)c1	-2.3	-7.8%	-0.3%	-3.5
35	O=C(OC1CCOC1=O)c1cc(-c2ccccc2)nc2ccccc12 (centres undefined)	-0.9	3.4%	-12.1%	0.3
36	CSc1ccc(/C=C/C(=O)c2ccc(NC(=O)C(C)C)cc2)cc1	0.9	-0.5%	-9.4%	-1.3
37	CC1CN(S(=O)(=O)c2ccc(CN3C(=O)c4cccnc4C3=O)cc2)c2ccccc2O1 (centres undefined)	-0.5	-4.6%	-1.5%	1.9
38	Cc1nc(-c2ccccc2)sc1C1(C)CC(c2c(Cl)cccc2Cl)=NO1 (centres undefined)	0.4	6.0%	-0.4%	-2.8
39	COc1ccc(S(=O)(=O)NC(N)=NCCc2ccccc2OC)cc1	1.1	-2.3%	-3.5%	-0.3
40	Cc1ccc(NC(=O)C2C3CCC(O3)C2C(=O)O)cc1C (centres undefined)	-0.3	-6.6%	2.1%	-2.3
41	COc1ccc(OC)c(C2CC(=O)C3=C(C2)NC(=O)CC3c2ccc(O)c(OC)c2)c1 (centres undefined)	-0.9	6.2%&-5.7%	-18.7%[57.1 µM]	-0.8
42	C[C@H]1COC(=O)[C@@H](Cc2ccc(F)cc2)C/C=C\C[C@@H](CC(=O)N[C@@H](CO)Cc2ccccc2)C(=O)N1	-0.7	2.8%	-1.6%	0.7
43	CCOC(=O)c1cnn(-c2cc(C)nc3c(-c4ccccc4)cnn23)c1N	-1.5	-3.3%	-8.6%	0.9
44	CCOC(=O)c1sc2ncn(C(CC)C(=O)OC)c(=O)c2c1C (centres undefined)	0.0	-4.9%	-1.1%	-4.3
45	N#C/C(=C\c1ccc(Sc2ccc(Cl)cc2)o1)c1nc2ccccc2[nH]1	0.4	-7.3%	-5.7%	2.6

nr	PI5P4K alpha inh	EPAC1 antag	EPAC2 ag	EPAC1 ag
31	0.1	-7.9%	5.6%	3.7%
32	3.9	7.4%	-1.1%	-3.1%
33	.	-13.9%	16.7%	11.8%
34	.	-1.8%	-9.1%	2.1%
35	.	-10.2%	17.3%	0.8%
36	7.4	-8.4%	9.9%	24.2%
37	5.8	5.5%	3.8%	0.6%
38	26.4	-13.2%	4.7%	-1.7%
39	0.1	9.1%	7.0%	9.2%
40	0.4	1.1%	0.5%	11.3%
41	-1.5	-5.2%	-2.7%	5.8%
42	8.1	5.4%	-5.7%	-2.3%
43	15.6	-11.7%	3.5%	0.6%
44	.	-2.5%	-2.1%	-5.0%
45	-11.3	7.0%	100µM*	8.1%
